Screening results (PubChem)
OX1R antag: blocks the human orexin 1 receptor; O43613; OX1R-expressing cells, FRET antagonist read-out; inhibition, % at 6.6 µM; 330,000 tested, 1.8% active; AID 485270; in the data active means inhibition mostly above about 38%, no sharp cut-off; inactive means mostly below about 40%;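 further: 0% = agonist challenge alone and 100% = reference antagonist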
Target sequence (O43613 whole entry, looked up): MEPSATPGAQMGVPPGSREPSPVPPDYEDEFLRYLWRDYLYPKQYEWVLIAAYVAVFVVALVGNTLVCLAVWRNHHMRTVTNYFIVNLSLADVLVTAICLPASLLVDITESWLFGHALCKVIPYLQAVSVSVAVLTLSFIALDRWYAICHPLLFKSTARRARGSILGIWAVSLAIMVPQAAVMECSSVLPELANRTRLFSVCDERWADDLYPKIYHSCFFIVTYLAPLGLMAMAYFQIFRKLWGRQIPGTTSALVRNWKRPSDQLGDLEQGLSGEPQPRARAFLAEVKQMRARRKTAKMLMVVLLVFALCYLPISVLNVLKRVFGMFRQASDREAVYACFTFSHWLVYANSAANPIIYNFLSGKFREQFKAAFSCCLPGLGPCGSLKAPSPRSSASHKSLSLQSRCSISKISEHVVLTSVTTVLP
STK33 kinase inh: inhibitors of human STK33 kinase. Q9BYT3. 320,000 tested, 0.073% active. AID 2661. purified STK33, MBP phosphorylation, ADP-Glo luminescence. inhibition, % at 10 µM;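 active means inhibition at or above 25%, using the most active replicate where run in duplicate; inactive means inhibition below 25%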
Target sequence (Q9BYT3 whole entry, looked up): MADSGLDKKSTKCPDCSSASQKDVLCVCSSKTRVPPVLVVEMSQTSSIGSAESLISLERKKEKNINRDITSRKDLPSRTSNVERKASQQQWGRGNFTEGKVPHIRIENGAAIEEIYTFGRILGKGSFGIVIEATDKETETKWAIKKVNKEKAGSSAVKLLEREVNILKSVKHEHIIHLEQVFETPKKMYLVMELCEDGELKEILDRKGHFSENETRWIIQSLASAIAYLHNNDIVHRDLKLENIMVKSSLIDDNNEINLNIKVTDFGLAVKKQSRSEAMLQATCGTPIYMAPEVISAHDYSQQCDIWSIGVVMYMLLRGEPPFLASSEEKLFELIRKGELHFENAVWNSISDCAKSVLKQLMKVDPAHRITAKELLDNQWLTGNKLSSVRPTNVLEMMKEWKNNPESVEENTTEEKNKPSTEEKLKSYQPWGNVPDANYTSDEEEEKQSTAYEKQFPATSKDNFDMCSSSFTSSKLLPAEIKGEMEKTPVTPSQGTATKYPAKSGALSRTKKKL
* hit, by the source's call; / = not tested or not shown.

SMILES	OX1R antag	STK33 kinase inh
CCOc1ccccc1N1CC(C(=O)Nc2cccc(S(=O)(=O)N3CCCCC3)c2)CC1=O (stereo unspecified)	5	-0.8
CCN(CC)S(=O)(=O)c1ccc(Cl)c(NC(=O)CSc2cccc[n+]2[O-])c1	7	0.2
CCOc1ccc(CCNC(=O)c2cnccn2)cc1OCC	28	-0.5
CSCC[C@H](NC(=O)[C@@H]1Cc2ccccc2CN1)C(=O)NC[C@H]1CC[C@H](C(=O)O)CC1	7	-1.8
Cc1ccc(N2C(=O)CC(Nc3ccccc3)C2=O)cc1 (stereo unspecified)	6	-1.2
C=C1c2cccc(OC)c2O[C@H](C(=O)OCC)[C@@H]1CCCCCC	2	/
CN1C(=O)C(c2ccccc2[N+](=O)[O-])C(=O)c2ccccc21 (stereo unspecified)	-1	-1.0
CCCOC1CCCN(C(=O)c2cc(COc3ccc(-n4cncn4)cc3)on2)C1 (stereo unspecified)	7	-1.0
CCC(=O)NCCC(c1ccco1)c1ccccc1OC (stereo unspecified)	14	0.7
N/C(=N\OC(=O)c1ccncc1)c1cccc([N+](=O)[O-])c1	25	0.8
COc1ccc(C(=O)CCc2ccccc2O)c(OC)c1	-2	1.6
Cc1ccc2nc(-c3ccc(NC(=O)CSc4nccc(=O)[nH]4)cc3)sc2c1	13	-1.3
COc1ccc(/C(O)=C/c2nc3ccccc3n(-c3ccccc3)c2=O)cc1	8	-2.7
CCOc1ccccc1N1CC(C(=O)N(CC)C2CCS(=O)(=O)C2)CC1=O (stereo unspecified)	3	-1.4
Cc1c2cnn(CC(=O)NC3CCCC3)c(=O)c2c(C)n1Cc1ccccc1	7	-0.7
O=C(COC(=O)C1COc2ccccc2O1)NC(=O)Nc1ccc2c(c1)OCCO2 (stereo unspecified)	12	0.6
COc1cccc(-c2c(NC(C)=O)n(C)c3ccccc3c2=O)c1	6	-0.5
CNC(=O)C1CC(=O)N(Cc2ccc3c(c2)OCO3)C(=Nc2ccc(OC)cc2)S1 (stereo unspecified)	-3	0.2
O=C(Cc1ccc(S(=O)(=O)N2CCCC2)s1)NC1CCCCCC1	15	-2.2
CCS(=O)(=O)c1ccc(S(=O)(=O)CC)s1	20	-0.9
CCN(CC(=O)Nc1sc2c(c1C#N)CCCC2)Cc1nc2ccccc2c(=O)[nH]1	83*	-4.4
COc1ccc(CN2CCN(C(=O)CN3C(=O)C4C5C=CC(C5)C4C3=O)CC2)c(OC)c1OC (stereo unspecified)	4	-1.3
Cc1ccc(S(=O)(=O)N2CCN(CC(=O)N/N=C/C=C/c3ccccc3)CC2)cc1	1	-1.8
Cc1[nH]c2ccccc2c1C(=O)C(C)Sc1nnc(C2CC2)o1 (stereo unspecified)	7	-0.2
O=C1C2CC=CCC2C(=O)N1c1cccc(OS(=O)(=O)c2ccc3ccccc3c2)c1 (stereo unspecified)	30	-0.9
Cc1ccc2nc(NC(=O)c3ccccn3)sc2c1	29	2.0
COc1cccc(NC(C)C(=O)Nc2cc([N+](=O)[O-])ccc2Cl)c1 (stereo unspecified)	13	0.1
CC(O)CNc1nc2ccccc2n1CC(=O)N1CCN(Cc2ccccc2)CC1 (stereo unspecified)	14	-1.8
Cc1ccc2[nH]c(=O)c(CN(Cc3ccc4c(c3)OCO4)Cc3nnnn3Cc3ccco3)cc2c1	34	1.6
C=CCc1cccc(CNc2nc3ccccc3n2CCN2CCOCC2)c1O	11	-0.1
OC(CNCc1ccccc1Cl)C(F)(F)F (stereo unspecified)	5	-2.3
CCN1C(=NCCc2cccs2)N[C@@H](c2cccs2)C(C(=O)OC)=C1C	24	-0.5
NC(=O)Cn1cc(/C=N/NC(=O)c2ccc(Cn3cc(Cl)cn3)o2)c(-c2ccccc2)n1	/	-0.7
Cc1ccnc(NS(=O)(=O)c2ccc(N)cc2)n1	16	-0.6
C=CCn1c(SCC(=O)NCc2ccc3c(c2)OCO3)nc2scc(-c3ccc(F)cc3)c2c1=O	15	-2.6
COc1ccc(-c2nnn(CC(=O)N(C3CCCCC3)C(C)C(=O)NC3CCCC3)n2)cc1OC (stereo unspecified)	17	-1.2
Cc1cccc(CSc2nnc(NC(=O)CSc3nnc(C)s3)s2)c1	15	-4.0
COc1ccc(-c2cc(C(=O)NCCCN3CCCC3=O)c3ccccc3n2)cc1OC	3	1.5
CC(=O)Nc1ccc(NC(=O)Cn2cnc3c(cnn3C(C)(C)C)c2=O)cc1	23	-0.5
Cc1ccc(/C=N/NC(=O)Cc2cccn2C)cc1	8	1.6
CC(=O)Nc1ccc(N(C(=O)CNC(=O)c2ccco2)C(C(=O)NCC2CCCO2)c2ccccc2)cc1 (stereo unspecified)	18	-2.5
COc1cc(N)c(Cl)cc1C(=O)OCC(=O)NC1CCCC1	6	0.6
CCOP(=O)(OCC)/C(C#N)=C(\O)c1ccc(OC)cc1	2	1.5
CCNC(=O)COC(=O)Cc1ccc(Cl)cc1Cl	-5	-0.5
Cc1cccc(NC(=O)N2CCC(NC(=O)c3ccccc3C)CC2)c1	10	-0.2
Cc1ccnc(N2CCC(C(=O)Nc3ccc4c(c3)OCO4)CC2)n1	8	-0.8
CCOC(=O)N=S(=O)(Oc1ccc([N+](=O)[O-])cc1)c1ccccc1 (stereo unspecified)	16	-1.1
CCOc1ccc(C(=O)Nc2cccc([N+](=O)[O-])c2)cc1Br	8	-0.9
COC(=O)C1=C(N)OC2=C(C(=O)CC(C)(C)C2)C1c1ccccc1OCC#N (stereo unspecified)	6	-1.1
COc1ccc(-c2cc(-c3ccc(F)cc3)nc(N3CCN(C)CC3)n2)cc1	7	2.6
CC(=O)c1ccc(COC(=O)c2ccccc2NC(=O)C(C)C)cc1	18	0.6
COc1ccc(CCNC(=O)CCCN2C(=O)C(c3ccccc3)Oc3cccnc32)cc1OC (stereo unspecified)	17	4.4
COc1ccc(CC(=O)NCCN2CCOCC2)cc1	-3	-0.1
CCn1nc(C)c(CCC(=O)O)c1C	14	-0.8
Cc1c(C#N)c(NC(=O)CCl)n(Cc2ccccc2)c1C	20	-0.9
COc1ccc(Nc2nc(N3CCCC3)nc(N3CCCC3)n2)c(OC)c1	16	-0.6
CC1=C(C(=O)OCC2CCCO2)C(c2ccc(Cl)c(Cl)c2)NC(=O)N1 (stereo unspecified)	16	0.5
Cc1cc(Br)cc(C)c1OCC(=O)NNC(=O)CCC(=O)NCc1ccccc1	13	-0.9
Cc1nnsc1-c1nnc(SCC(=O)c2ccc(C#N)cc2)n1C1CC1	11	-0.1
CCOc1ccc(NC(=S)NC(=O)Cc2ccccc2)cc1	9	-1.5
Following part:
SMILES	OX1R antag	STK33 kinase inh
CN1CCN(C(=O)CCCN2C(=O)/C(=C/c3ccccc3)SC2=S)CC1	8	0.5
Cn1c(=O)c2c(ncn2CC(=O)OCC(=O)NC2CCCc3ccccc32)n(C)c1=O (stereo unspecified)	10	-0.6
Cc1cc(C)c([N+](=O)[O-])cc1NCC(=O)N1CCN(c2ccccc2)CC1	2	-1.1
COC(=O)CC(NC(=O)c1ccco1)c1cccc2ccccc12 (stereo unspecified)	27	-0.6
CC1CCc2c(sc(NC(=O)Cn3nc(C(F)(F)F)c4c3CCCCC4)c2C#N)C1 (stereo unspecified)	18	-0.6
Cc1ccc(OCCN2CCN(C(=O)CCC(=O)Nc3nnc(CC(C)C)s3)CC2)cc1	18	-2.0
CCCCn1c(SCC(=O)Nc2ccc3c(c2)OCCO3)nnc1C(CC)N(C)C (stereo unspecified)	2	0.2
CCOC(=O)N1CCN(C(=O)c2ccc3c(c2)ncn3C2CCCC2)CC1	14	0.4
O=C(NC1C(=O)NNC1c1ccc(Cl)cc1)c1ccc(F)cc1 (stereo unspecified)	0	-2.6
CCCOc1ccc(C(C)(O)CN2CCOCC2)cc1 (stereo unspecified)	15	-1.0
Cc1cc(C)n(-c2cc(N3CCN(C(=O)c4ccc(C(C)(C)C)cc4)CC3)ccc2[N+](=O)[O-])n1	11	0.7
Cc1cc(C(=O)Nc2cccnc2)no1	9	-0.7
CCCCN(C(=O)CSCC(=O)Nc1cccc(C)c1)c1c(N)n(Cc2ccccc2)c(=O)[nH]c1=O	27	-0.3
CCN(CC)c1ccc(/C=N/NC(=O)CC(C)C)cc1	7	-1.3
Cc1cc(C)n(C(=O)c2ccc(S(=O)(=O)N3CCOCC3)cc2)n1	8	-0.2
O=C(NCc1ccco1)c1ccc(Cn2c(=O)c3sccc3n(Cc3ccc(F)cc3)c2=O)cc1	13	0.3
CCOc1ccc(N2C(=O)C3ON(C)C(c4ccc([N+](=O)[O-])cc4)C3C2=O)cc1 (stereo unspecified)	10	-1.6
COc1ccc(COC(=O)N/N=C(\C)CC(=O)NCc2ccc(Cl)cc2)cc1	30	-1.1
C[N+]1(CCN2C(=O)C3CC=C(Cl)CC3C2=O)CCOCC1 (stereo unspecified)	21	-0.8
COc1ccc(-c2nc3cnccn3c2NCc2ccccc2)cc1SC1CCCCC1	30	-1.3
O=C(COc1ccc(Cl)cc1)Nc1nnc(-c2ccco2)o1	20	0.3
COc1ccc2oc(=O)c(N3C(=O)c4ccccc4C3=O)cc2c1	18	-0.3
Cn1cc(/C=N/n2cnc3sc4c(c3c2=O)CCCC4)c2ccccc21	17	-1.9
S=C(Nc1ccc(-c2nc3ccccc3[nH]2)cc1)Nc1cccnc1	12	0.0
COc1ccc(S(=O)(=O)N(CCc2ccccc2)CC(=O)O)cc1C	4	-0.7
O=C(CNC1CCCCC1)N1CCc2ccccc2C1	6	-1.2
N#CC1=C(SCc2ccccc2)NC(=O)CC1c1ccc(O)cc1 (stereo unspecified)	5	1.1
COc1ccccc1CC1CC(=O)N(c2ccccc2)C1=O (stereo unspecified)	13	0.0
CCn1c(SCC(=O)N2CCCC2)nc2ccccc2c1=O	16	-2.3
COc1ccc(N(C)C(=O)c2ccc3c(Cl)c4c(nc3c2)CCCC4)c(OC)c1	27	-0.8
Cc1ccc(S(=O)(=O)N2CCOCC2)cc1C(=O)NCCc1ccc(Cl)cc1	12	0.4
CC(C(=O)Nc1ccc(Cl)cc1)N1C(=O)NC2(CCCC2)C1=O (stereo unspecified)	28	-1.3
COc1cccc(CNC(=O)CCCNC(=O)c2ccc(Cl)cc2)c1	19	17
CSc1ccc(Cl)c(C(=O)NCCOc2cc(C)ccc2C(C)C)c1	27	1.9
Cc1cc(C)cc(NC(=O)COC(=O)CCCC2=NS(=O)(=O)c3ccccc3N2)c1	-5	1.4
COC(=O)CC(N)c1ccc(Br)cc1 (stereo unspecified)	12	0.0
C[N+](C)(C)CCOc1ccc([N+](=O)[O-])cc1	6	-0.7
Cc1cc(NC(=O)CN(C)CCOc2ccccc2)ccc1Br	11	-0.3
COc1ccccc1C1CC(c2ccc(Cl)cc2Cl)Nc2nc(N)nn21 (stereo unspecified)	17	0.2
CCCCCc1ccc(CC(=O)Nn2c(C)nc3ccccc3c2=O)cc1	24	-1.2
Cc1ccc(C)c(NS(=O)(=O)c2c(C)ccc3nsnc23)c1	28	-4.4
C=CCNS(=O)(=O)c1ccc2c(c1)n(C)c(=O)n2C	2	-0.9
C[C@H](CO)N1C[C@H](C)[C@@H](CN(C)C(=O)Nc2ccc3c(c2)OCO3)Oc2ccc(NS(=O)(=O)c3cn(C)cn3)cc2C1=O	11	-0.7
O=C(NCCN1CCOCC1)c1cc(-c2ccc(Br)cc2)on1	11	0.2
O=C(OCC(=O)N1CCN(C(=O)c2ccco2)CC1)c1ccccc1OCc1ccccc1	16	-0.3
Cc1nc(SCC(=O)NC2CCS(=O)(=O)C2)c(C#N)c(C)c1C (stereo unspecified)	-2	0.9
C=CC[C@@H](CC(=O)N[C@@H](CO)Cc1ccccc1)C(=O)N[C@@H](COC(=O)[C@@H](CC=C)Cc1ccc(F)cc1)Cc1c[nH]c2ccccc12	11	0.2
O=C(NCCSCc1ccco1)Nc1cc(Cl)cc(Cl)c1	27	-0.7
CC(=O)SCC(Cc1ccccc1)C(=O)NCC(=O)OCc1ccccc1 (stereo unspecified)	22	-0.7

Quoted from the listing for reference:
SMILES	OX1R antag	STK33 kinase inh
COc1cccc(CNC(=O)CCCNC(=O)c2ccc(Cl)cc2)c1	19	17
CSc1ccc(Cl)c(C(=O)NCCOc2cc(C)ccc2C(C)C)c1	27	1.9
Cc1cc(C)cc(NC(=O)COC(=O)CCCC2=NS(=O)(=O)c3ccccc3N2)c1	-5	1.4
COC(=O)CC(N)c1ccc(Br)cc1 (stereo unspecified)	12	0.0
C[N+](C)(C)CCOc1ccc([N+](=O)[O-])cc1	6	-0.7
Cc1cc(NC(=O)CN(C)CCOc2ccccc2)ccc1Br	11	-0.3
COc1ccccc1C1CC(c2ccc(Cl)cc2Cl)Nc2nc(N)nn21 (stereo unspecified)	17	0.2
CCCCCc1ccc(CC(=O)Nn2c(C)nc3ccccc3c2=O)cc1	24	-1.2
Cc1ccc(C)c(NS(=O)(=O)c2c(C)ccc3nsnc23)c1	28	-4.4
C=CCNS(=O)(=O)c1ccc2c(c1)n(C)c(=O)n2C	2	-0.9
C[C@H](CO)N1C[C@H](C)[C@@H](CN(C)C(=O)Nc2ccc3c(c2)OCO3)Oc2ccc(NS(=O)(=O)c3cn(C)cn3)cc2C1=O	11	-0.7
O=C(NCCN1CCOCC1)c1cc(-c2ccc(Br)cc2)on1	11	0.2
O=C(OCC(=O)N1CCN(C(=O)c2ccco2)CC1)c1ccccc1OCc1ccccc1	16	-0.3
Cc1nc(SCC(=O)NC2CCS(=O)(=O)C2)c(C#N)c(C)c1C (stereo unspecified)	-2	0.9
C=CC[C@@H](CC(=O)N[C@@H](CO)Cc1ccccc1)C(=O)N[C@@H](COC(=O)[C@@H](CC=C)Cc1ccc(F)cc1)Cc1c[nH]c2ccccc12	11	0.2
O=C(NCCSCc1ccco1)Nc1cc(Cl)cc(Cl)c1	27	-0.7
CC(=O)SCC(Cc1ccccc1)C(=O)NCC(=O)OCc1ccccc1 (stereo unspecified)	22	-0.7
